# Screening data as filed in PubChem.
# ERp5 block: inhibitors of ERp5-driven insulin aggregation, primary screen, biochemical, turbidity, absorbance 650 nm, single point | 90 min | inhibition, % at 9.99 µM | actives 0.05% (n = 350,000) | AID 651711, 2012;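 active = mean replicate inhibition above about 25%, with every replicate also reaching it, limit read from the data, passing the limit was not always enough; inconclusive = only one of those two criteria met; inactive = neither criterion met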
# Target sequence (Q15084 whole entry, looked up): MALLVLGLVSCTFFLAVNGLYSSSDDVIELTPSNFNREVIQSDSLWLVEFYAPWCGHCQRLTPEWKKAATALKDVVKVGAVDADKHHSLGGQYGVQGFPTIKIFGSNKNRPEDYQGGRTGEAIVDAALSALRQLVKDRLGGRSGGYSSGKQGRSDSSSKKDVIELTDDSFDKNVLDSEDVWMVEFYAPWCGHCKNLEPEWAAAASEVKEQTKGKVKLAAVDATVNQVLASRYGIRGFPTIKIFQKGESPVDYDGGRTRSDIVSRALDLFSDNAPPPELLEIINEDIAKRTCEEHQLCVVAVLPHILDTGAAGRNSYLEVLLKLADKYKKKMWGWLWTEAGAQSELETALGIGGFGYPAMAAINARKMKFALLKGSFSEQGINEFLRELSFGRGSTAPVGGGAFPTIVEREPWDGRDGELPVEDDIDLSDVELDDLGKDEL
# miR122 inh: miR-122 Renilla sensor signal increase in Huh7, primary screen, miR-122 inhibitor project, cell-based, single point, plate reader; Huh7 miR-122 Renilla luciferase sensor, 48 h; neutral wells = 0, positive control = 100; activation (reporter increase), % at 12.5 µM; actives 0.3% (n = 340,000);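 active = mean replicate activation score at least 90 and every replicate individually at or above 90; inconclusive = only one of the two criteria met; inactive = neither criterion met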;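 also: higher luciferase means less miR-122 activity so hits act as miR-122 inhibitors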
# DENV2 CPE rescue: inhibitors of DENV2 cytopathic effect, primary screen, cell-based, plate reader, single concentration; CPE inhibition, % at 9.99 µM; DENV2-infected cells, cytopathic effect rescue; actives 1.7% (n = 350,000); in the data active = CPE inhibition above about 20%, passing the limit was not always enough; inconclusive = no clear call, values can overlap the other calls; tested in BHK-21 cells;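 also: 0% = median of neutral control wells and 100% = median of positive control wells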
# SIRT5 inh: SIRT5 desuccinylase inhibitors, primary screen, biochemical, fluorescence imaging, single point, set 5; NAD-dependent protein deacylase sirtuin-5, mitochondrial (Homo sapiens), Q9NXA8; Purified SirT5, succinyl-peptide AMC, trypsin-coupled fluorescence; inhibition, % at 15 µM; actives 1.1% (n = 330,000); in the data active = inhibition above about 15%; inconclusive = no clear call, values can overlap the other calls
# Target sequence (Q9NXA8 whole entry, looked up): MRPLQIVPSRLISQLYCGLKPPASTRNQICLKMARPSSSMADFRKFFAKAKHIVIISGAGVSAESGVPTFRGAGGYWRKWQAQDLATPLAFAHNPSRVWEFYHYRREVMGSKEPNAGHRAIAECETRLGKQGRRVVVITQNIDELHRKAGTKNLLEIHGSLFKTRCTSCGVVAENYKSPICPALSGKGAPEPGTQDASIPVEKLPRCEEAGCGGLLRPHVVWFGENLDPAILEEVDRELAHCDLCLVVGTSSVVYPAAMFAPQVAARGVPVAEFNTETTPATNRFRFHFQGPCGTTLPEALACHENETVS
# Casp6 inh: human caspase-6 inhibitors, primary screen, biochemical, VEID-R110 fluorescence, single point, set 2; actives 0.53% (n = 350,000); purified caspase-6, Z-VEID-R110 cleavage fluorescence; P55212; inhibition, % at 12.5 µM;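 active = mean inhibition across replicates at least about 35%, with every replicate also reaching that limit, limit read from the data; inconclusive = only one of the two criteria met; inactive = neither criterion met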;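 also: 0% = median of neutral control wells and 100% = no fluorescence left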
# Target sequence (P55212 24-179 limits assumed): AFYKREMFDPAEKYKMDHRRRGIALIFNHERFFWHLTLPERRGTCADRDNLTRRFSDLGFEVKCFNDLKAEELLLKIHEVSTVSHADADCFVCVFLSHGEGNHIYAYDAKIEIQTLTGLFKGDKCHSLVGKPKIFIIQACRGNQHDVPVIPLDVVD
# Target sequence (P55212 194-293 limits assumed): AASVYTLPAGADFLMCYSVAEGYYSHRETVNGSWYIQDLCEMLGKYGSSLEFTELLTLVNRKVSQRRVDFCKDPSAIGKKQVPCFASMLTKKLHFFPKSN
# F508del corr: F508del CFTR correction, initial screen, CFBE line, single point | CFBE cells, YFP halide quenching; stimulated with forskolin plus potentiator P3; % fluorescence drop versus neutral controls | activity (quench increase), % at 7.58 µM | actives 0.36% (n = 350,000) | AID 720511, 2013;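 active = mean added fluorescence quench of at least 8% versus neutral control, with both replicates also reaching 8%; inconclusive = only one of the mean or replicate conditions met; inactive = mean below 8% and not both replicates reaching 8%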;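 also: cells transiently co-express mutant CFTR-F508del with the halide-sensitive YFP; corrector assay measuring rescue of mutant channel to the surface after 24 h compound exposure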
# ERAP1 HTS inh: human ERAP1 aminopeptidase inhibitors, primary screen, biochemical, single point, plate reader; recombinant ERAP1, Leu-AMC fluorescence, 60 min; actives 0.15% (n = 340,000); AID 652197, 2013; inhibition, % at 10.7 µM;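 active = mean replicate inhibition of at least 30%, or all replicates individually reaching that 30% level; inactive = mean below 30% and not every replicate reaching it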;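 also: 0% = neutral control wells and 100% = L-leucinethiol positive control wells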
# Active calls of the source: *; ? = inconclusive; . = no result given; & = joins results of further samples; [ ] = another dose, or the depositor's remark.
SMILES,ERp5 block,miR122 inh,DENV2 CPE rescue,SIRT5 inh,Casp6 inh,F508del corr,ERAP1 HTS inh
Cc1nn(C)cc1CN(C)C(=O)C1CCC(=O)N(CCc2cccc(F)c2)C1 (configuration not stated),-2,2,12,.,0,-1.3,0
COc1ccc([N+](=O)[O-])cc1NC(=O)c1ccc(N2C(=O)CCC2=O)cc1,5,-2,-3,-4,4,3.5,.
CC(C)NC(=O)N(C)C[C@@H]1Oc2ncc(-c3ccccc3F)cc2C(=O)N([C@@H](C)CO)C[C@H]1C,5,-1[16.7 µM],23*,-2,1,-3.3,2
COc1ccc(NC(C)=O)cc1S(=O)(=O)NCc1ccc2c(c1)OCO2,4,1,-12,.,-2,0.9,0
Cc1ccc(S(=O)(=O)N(C)C[C@H]2OCCCC[C@H](C)Oc3ccc(NC(=O)Nc4ccc(C(F)(F)F)cc4)cc3C(=O)N([C@@H](C)CO)C[C@H]2C)cc1,-2,3[16.7 µM],0,4,-2,0.2,1
CC1CC(C)CN(C(=O)COc2cccnc2[N+](=O)[O-])C1 (configuration not stated),2,-6,-4,.,-2,0.9,4
Cn1c(=O)c2c(ncn2Cc2nnc(N)s2)n(C)c1=O,6,1,1,5,1,-2.4,0
COc1ccccc1NC(=O)N[C@@H]1CC[C@@H](CCn2cc(-c3cccnc3)nn2)O[C@@H]1CO,-2,12[16.7 µM],2,0,0,0.5,0
COc1ccc(-c2cc(C(=O)N3CCN(S(=O)(=O)c4ccccc4)CC3)[nH]n2)cc1,-1,-6,0,.,4,-1.8,.
C[C@@H]1CN([C@H](C)CO)C(=O)Cc2cc(NC(=O)Cc3ccccc3)ccc2O[C@H]1CN(C)CC1CCCCC1,-2,-8[16.7 µM],4,3,0,-0.5,0
CC(=O)c1ccc(C(=O)N2CCCC(N3CCN(c4ccc(F)cc4)CC3)C2)s1 (configuration not stated),-4,.,0,0,-3,0.4,0
C[C@@H]1CN([C@@H](C)CO)C(=O)c2cc(NC(=O)Nc3ccc(F)cc3)ccc2O[C@@H](C)CCCCO[C@@H]1CN(C)Cc1ccc(C(F)(F)F)cc1,3,0[16.7 µM],-2,3,-2,-4.1,0
CN1C(=O)c2cc(NS(=O)(=O)c3ccccc3Cl)ccc2OC[C@H]2O[C@H](CC(=O)O)CC[C@@H]21,0,-7[16.7 µM],?,7,3,-0.6,2
CCN(C(=O)COC(=O)CCCc1nc2ccccc2s1)c1c(N)n(Cc2ccccc2)c(=O)[nH]c1=O,2,7,1,0,0,-1.2,0
Cc1ccccc1S(=O)(=O)N1[C@@H](c2ccc(Br)cc2)C(C(=O)O)=CC[C@H]1c1ccc(Cl)cc1,3,6,4,1,13,-1.2,.
C[C@@H]1CN([C@H](C)CO)C(=O)Cc2cc(NC(=O)Cc3ccccc3)ccc2O[C@@H]1CN(C)C(=O)Nc1ccc2c(c1)OCO2,-5,0[16.7 µM],28*,-2,0,3.5,-1
CC1=C(C(=O)Nc2ccc(CC(=O)NCc3ccc(OC(C)C)cc3)cc2)SCCO1,4,33,15,-2,-2,2.5,0
CN(C)c1ccc(/C=N/N2CCN(Cc3ccccc3Cl)CC2)cc1,-4,1,55*,2,-3,-0.8,-1
Cc1cc(C(=O)N2CCC2(C)C(=O)NS(=O)(=O)c2ccc(Cl)cc2)nn1C (configuration not stated),4,-1,-7,.,2,-2.0,-2
CC(NC(=S)Nc1ccccc1OC(F)F)C(C)(C)C (configuration not stated),-6,-2,-4,-7,1,.,-3
COc1cc(C(=S)N2CCOCC2)ccc1OS(=O)(=O)c1ccccc1[N+](=O)[O-],?,.,13,-2,1,-2.5,-4
Cc1noc(C)c1NC(=O)N(C)C[C@@H]1Oc2ccc(NS(=O)(=O)c3cccs3)cc2C(=O)N([C@@H](C)CO)C[C@@H]1C,-5,-4[16.7 µM],2,0,3,-1.7,2
CCN(CC)C(=O)[C@H]1CC(CC(=O)NCCC2=CCCCC2)C(=O)N2CCc3c([nH]c4ccccc34)[C@]12C (some centres not stated),1,.,-5,4,4,0.8,-8
O=C(CCNS(=O)(=O)c1ccc2[nH]c(=O)oc2c1)Nc1cccc(Br)c1,-4,1,-4,-2,5,-0.6,-3
OC1(c2ccc(Cl)cc2)CCN(Cc2cn[nH]c2-c2ccccc2)CC1,3,-17,-9,-5,-3,1.6,.

# The closing 5 compounds of the part before come first, to join the parts.
SMILES,ERp5 block,miR122 inh,DENV2 CPE rescue,SIRT5 inh,Casp6 inh,F508del corr,ERAP1 HTS inh
COc1cc(C(=S)N2CCOCC2)ccc1OS(=O)(=O)c1ccccc1[N+](=O)[O-],?,.,13,-2,1,-2.5,-4
Cc1noc(C)c1NC(=O)N(C)C[C@@H]1Oc2ccc(NS(=O)(=O)c3cccs3)cc2C(=O)N([C@@H](C)CO)C[C@@H]1C,-5,-4[16.7 µM],2,0,3,-1.7,2
CCN(CC)C(=O)[C@H]1CC(CC(=O)NCCC2=CCCCC2)C(=O)N2CCc3c([nH]c4ccccc34)[C@]12C (some centres not stated),1,.,-5,4,4,0.8,-8
O=C(CCNS(=O)(=O)c1ccc2[nH]c(=O)oc2c1)Nc1cccc(Br)c1,-4,1,-4,-2,5,-0.6,-3
OC1(c2ccc(Cl)cc2)CCN(Cc2cn[nH]c2-c2ccccc2)CC1,3,-17,-9,-5,-3,1.6,.
CCOc1ccc(S(=O)(=O)N(CC)CC(=O)NCc2ccncc2)cc1C,2,-6,?,0,1,3.1,0
CCOC(=O)c1ccc(NC(=S)Nc2ccc(Cl)cn2)cc1,-10,.,-4,-4,6,-1.0,0
CN(C)C(=O)c1cccc(-c2ccc([C@@H]3[C@@H](CO)N4CCCCN(CC5CCOCC5)C[C@H]34)cc2)c1,2,4[16.7 µM],8,10,-2,3.3,2
COCCNC(=O)c1ccc(CS(=O)(=O)c2ccccc2OC)o1,1,.,5,-1,3,0.4,-2
N#C/C(=C(/O)CCl)c1nnc2n1CCCCC2,10,.,2,-2,4,-1.0,-3
Cc1ccc(-c2csc(/C(C#N)=C/Nc3ccc4c(c3)OCCO4)n2)cc1,0,6,.,0,5,6.7,4
S=C1N(c2ccccc2)CN(C2CCCCC2)CN1c1ccccc1,2,3,-4,0,0,2.5,-1
COc1cccc(/C=N/NC(=O)c2ccc(CN3c4cccc5cccc(c45)S3(=O)=O)cc2)c1,-5,-4,5,0,-2,-0.2,4
O=C(N/N=C/c1cc(Br)c(O)c(Br)c1)c1cc2c(ccc3ccccc32)o1,1,1,-7,-2,-1,-1.6,1
COc1ccc(C)cc1S(=O)(=O)N1CCC2(CC1)OCCN2S(=O)(=O)c1cccs1,0,45,-1,2,-2,0.3,-1
C[C@H](CO)N1C[C@H](C)[C@@H](CN(C)Cc2ccccc2)Oc2c(NS(=O)(=O)c3ccc(F)cc3)cccc2C1=O,-4&-1,28[16.7 µM],?,2,-1&7,-2.9&0.2,-2&-4
COc1ccc(CSc2nc(C)[nH]c2[N+](=O)[O-])cc1[N+](=O)[O-],3,-2,-1,-1,1,-1.5,-2
O=C(O)C1C2CC3OC(=O)C1C3C2 (configuration not stated),3,-1,1,0,2,1.5,0
O=C(Nc1nnc([C@H]2C[C@H](O)[C@@H](CO)O2)s1)c1ccccc1F,2,2,29*,3,0,-1.7,7
Fc1ccc(-c2cc(C(F)(F)F)nc(-n3cccn3)n2)cc1,-5,16,-1,-1,0,0.6,1
CCCNC(=O)N1CC2(C1)CN(C(=O)c1cccnc1)[C@H](CO)c1[nH]c3cc(OC)ccc3c12,1,.,2,-3,-1,-0.3,-4
C[C@H](CO)N1C[C@H](C)[C@H](CN(C)Cc2ccc(C(F)(F)F)cc2)Oc2ccc(N(C)C)cc2CC1=O,-4,2[16.7 µM],5,-1,2,0.8,1
CCN(c1ccccc1)S(=O)(=O)c1ccc(C(=O)N2CCN(c3ccccc3F)CC2)cc1,-8,-17,53*,-2,-1,-0.7,-2
CCOc1c(O)ccc(/C=C2\SC(=S)NC2=O)c1[N+](=O)[O-],-4,.,0,9,61*,3.6,9
C[C@@H]1CN([C@@H](C)CO)C(=O)Cc2cc(NC(=O)Nc3ccc(C(F)(F)F)cc3)ccc2O[C@@H]1CN(C)C(=O)Nc1cccc2ccccc12,-5,265*[16.7 µM],9,-4,-1,2.2,-6
CCN(CC)S(=O)(=O)c1ccc(N2CCc3cc(OC)c(OC)cc3C2)nc1,4,.,16,-4,-3,1.7,-9
COc1cc(Cl)ccc1OCc1cc(C(=O)NC(C)Cc2cnccn2)no1 (configuration not stated),-3,0,3,-1,-3,-0.7,-1
CCC(=O)N(C)C[C@H]1Oc2ncc(Br)cc2C(=O)N([C@@H](C)CO)C[C@H]1C,1,2[16.7 µM],16,5,-1,-2.1,0
C[C@@H]1CCCCO[C@H](CN(C)S(=O)(=O)c2cn(C)cn2)[C@H](C)CN([C@@H](C)CO)C(=O)c2cc(NS(=O)(=O)c3ccc(Cl)cc3)ccc2O1,-3,8[16.7 µM],-6,5,1,-1.5,-5
O=C(CSc1nnc(NC(=O)c2cc(Br)ccc2Cl)s1)NCC1CCCO1 (configuration not stated),3,0,1,1,0,2.6,-2
# Next results follow.
SMILES,ERp5 block,miR122 inh,DENV2 CPE rescue,SIRT5 inh,Casp6 inh,F508del corr,ERAP1 HTS inh
Cc1cc2c([nH]c3ccccc32)c(C)n1,-1,-5,?,-35,6,1.0,7
NC(=O)c1nsc(C(=O)N(c2ccccc2)C(C(=O)NC2CCCCC2)c2ccc(O)cc2)c1N (configuration not stated),6,.,7,-3,3,-5.8,2
CC(C)Cc1cc(C(=O)N2CCCC(CCC(=O)N(C)CCc3ccccn3)C2)no1 (configuration not stated),-2,-3,6,0,3,1.6,0
COCC(=O)N(C)C[C@@H]1Oc2ncc(C#Cc3ccc(F)cc3)cc2C(=O)N([C@H](C)CO)C[C@@H]1C,24,0[16.7 µM],6,-2,-2,-1.6,-3
CN(C)c1ccc(/C=N/NC(=O)c2ccccc2Cl)cc1,3,4,-1,-8,-1,.,10
CCCCOc1nc2ccccc2nc1C(C#N)S(=O)(=O)c1ccccc1 (configuration not stated),2,-2,2,-4,20,-2.1,-4
O=C(Nc1cc(-c2nc3ccccc3s2)ccc1Cl)c1ccc2c(c1)OCO2,-2,3,4,-5,-4,2.6,-2
CC1(C(=O)NS(C)(=O)=O)CCN1C(=O)CC(c1ccccc1)c1ccccc1 (configuration not stated),-3,-2,-8,3,-2,-2.6,-2
O=C(O)c1cccc(NC(=O)c2ccc(COc3ccc(Cl)cc3)cc2)c1,2,.,6,-3,-9,-4.6,0
O=S(=O)(Nc1ccncc1Cl)c1ccc2ccccc2c1,3,3,-9,2,0,0.0,-5
O=C(Nc1nc(-c2ccc3ccccc3c2)cs1)c1ccc(N2C(=O)CCC2=O)cc1,0,-3,-4,.,0,-5.9,.
O=C(O)c1[nH]c2ccccc2c1C=NCc1ccccc1Cl,5,.,-4,-3,2,1.3,-3
Cc1cc(C)c(S(=O)(=O)Nc2cc(C)on2)c(C)c1,-4,7,4,1,0,0.2,-1
CCCc1c(C)nc2ccccc2c1SCCC#N,-8,.,1,-3,3,0.4,4
CC=Cc1ccc2n(c1=O)C[C@H]1[C@H](CO)[C@@H](C(=O)NCC3CC3)N(C(=O)CC3CC3)[C@@H]21 (mixture of isomers),2,5[16.7 µM],-7,-7,0,0.2,1
O=C(CCC(=O)c1cccs1)NNC(=O)c1cc(Cl)ccc1Cl,-4,-1,-1,-4,-2,0.1,0
CC(C)NC(=O)N(C)C[C@@H]1Oc2ccc(NC(=O)CCCCCC(=O)Nc3ccccc3N)cc2C(=O)N([C@@H](C)CO)C[C@H]1C,7,-4[16.7 µM],-9,.,0,2.1,-5
CSc1ccc(C(=O)C2CCCN(C(=O)c3ccc4c(c3)OCO4)C2)cc1 (configuration not stated),1,-1,0,16*,1,0.7,2
